EBV LMP1 NFkB: reduces LMP1-driven NF-kappaB luciferase signal. LMP1-induced NF-kappaB luciferase reporter cells, luminescence. inhibition, % at 12.5 µM. 350,000 tested, 0.69% active; in the data active = inhibition above about 41%;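 also: 0% = neutral control wells and 100% = reference inhibitor control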
NCOA3 inh: inhibitors of human steroid receptor coactivator 3 (SRC3); HEK293 GAL4-SRC3 luciferase reporter, luminescence; inhibition, % at 3.6 µM; 360,000 tested, 0.17% active; AID 588352;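 active = inhibition above a per-campaign cutoff, the mean of all compounds plus 3 SD, cut at about 60% in these data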;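 also: 0% = DMSO-treated cells and 100% = gossypol-treated cells at 36 µM; higher means less SRC3-driven luciferase light from the GAL4 reporter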
NOD2-RIPK2 inh: inhibitors of human NOD2-RIPK2 interaction; inhibition, % at 4.98 µM; CHO BLA complementation NOD2-RIPK2, CCF4 ratio; 360,000 tested, 0.38% active; AID 624267; O43353; in the data active = inhibition above about 21%;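 also: 0% = vehicle only and 100% = reference blocker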
TWEAK-Fn14 inh: TWEAK-Fn14 signaling inhibition. 360,000 tested, 2% active. inhibition, % at 10 µM. TWEAK-stimulated Fn14 reporter cells, luciferase luminescence, 8 h; in the data active = inhibition above about 50%
LRH-1 inv ag: NR5A2 inverse agonism in reporter assay. O00482. AID 602396. 360,000 tested, 0.13% active. HEK293T StAR-luciferase reporter, LRH-1 transfected, 24 h. inhibition, % at 3.6 µM;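 active = inhibition above the mean inhibition of all tested compounds plus 3 SD, cut at about 73% in these data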;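 also: 0% = DMSO wells and 100% = reporter-only cells lacking LRH-1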
Target sequence (O00482 whole entry, looked up): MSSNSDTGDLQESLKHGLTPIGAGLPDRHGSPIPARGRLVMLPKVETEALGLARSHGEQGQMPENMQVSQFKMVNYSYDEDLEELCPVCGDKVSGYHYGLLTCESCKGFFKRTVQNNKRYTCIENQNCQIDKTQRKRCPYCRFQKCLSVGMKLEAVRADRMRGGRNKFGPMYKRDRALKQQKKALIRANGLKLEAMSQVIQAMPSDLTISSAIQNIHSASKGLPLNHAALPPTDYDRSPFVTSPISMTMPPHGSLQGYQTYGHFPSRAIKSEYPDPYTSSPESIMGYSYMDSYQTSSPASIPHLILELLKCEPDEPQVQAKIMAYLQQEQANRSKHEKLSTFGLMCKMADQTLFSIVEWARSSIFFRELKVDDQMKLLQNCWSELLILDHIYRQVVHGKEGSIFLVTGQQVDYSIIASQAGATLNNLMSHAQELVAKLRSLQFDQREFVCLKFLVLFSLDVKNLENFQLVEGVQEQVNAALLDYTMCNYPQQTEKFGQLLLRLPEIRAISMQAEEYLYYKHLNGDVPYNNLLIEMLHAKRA
NCOA2 inhibitor: human SRC2 (NCOA2) inhibition; HEK293 GAL4-SRC2 luciferase reporter, luminescence; Q15596; inhibition, % at 9 µM; 370,000 tested, 0.17% active;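 active = inhibition above the mean inhibition of all tested compounds plus 3 SD, set per campaign, cut at about 52% in these data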;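 also: 0% = DMSO treated cells and 100% = cells given Gossypol at 36 µM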
TRAIL sens C8: sensitizes caspase-8 expressing cells to TRAIL. NB7+C8 cells + TRAIL, ATPlite viability luminescence. inhibition (viability loss, TRAIL sensitization), % at 10 µM. 360,000 tested, 1% active. AID 624354;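 active = compounds causing at least 50% loss of cell viability in the single-dose screen, relative to plate controls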
TLR9-MyD88 inh: inhibitors of human TLR9-MyD88 binding; CHO BLA complementation TLR9-MyD88, CCF4 FRET ratio; 340,000 tested, 0.21% active; AID 504734; inhibition, % at 4.98 µM;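 active = inhibition above the mean over all tested compounds plus 3 SD, cut at about 21% in these data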;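 also: 0% = DMSO only wells and 100% = clavulanate BLA inhibitor control wells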
NR2F2 inh: NR2F2 (human) inhibition, primary screen | P24468 | HEK293T NGFI-A luciferase reporter, luminescence | inhibition, % at 8.6 µM | 370,000 tested, 0.7% active | AID 686940;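 active = inhibition above a per-plate cutoff, mean inhibition of test wells between control levels plus 3 SD, cut at about 38% in these data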;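 also: cells cotransfected with COUP-TFII expression vector driving the NGFI-A reporter; 0% = median of COUP-TF2 test wells and 100% = reporter-only cells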
Target sequence (P24468 whole entry, looked up): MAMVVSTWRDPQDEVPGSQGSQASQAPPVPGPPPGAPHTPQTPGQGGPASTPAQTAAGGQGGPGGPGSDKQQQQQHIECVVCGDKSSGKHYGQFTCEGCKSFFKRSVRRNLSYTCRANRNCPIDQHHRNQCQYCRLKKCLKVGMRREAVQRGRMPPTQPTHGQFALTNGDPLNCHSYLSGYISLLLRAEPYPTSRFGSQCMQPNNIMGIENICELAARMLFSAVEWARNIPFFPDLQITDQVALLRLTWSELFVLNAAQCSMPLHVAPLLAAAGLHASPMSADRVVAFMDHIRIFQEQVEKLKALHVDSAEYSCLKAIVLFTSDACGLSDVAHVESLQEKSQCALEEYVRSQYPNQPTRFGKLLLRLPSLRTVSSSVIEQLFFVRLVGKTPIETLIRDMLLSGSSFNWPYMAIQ
TROY signal inh: blocks TROY-dependent signaling in reporter cells | Q293 LMP1-TROYcd NF-kB luciferase reporter, 4 h | 360,000 tested, 0.98% active | inhibition, % at 10 µM;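 active = compounds whose plate-normalised and pattern-corrected inhibition of the luciferase reporter signal at the single screening dose is 50% or more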
NCOA1 inh: inhibitors of human steroid receptor coactivator 1 (SRC1); Q15788; HEK293 GAL4-SRC1 luciferase reporter, luminescence; inhibition, % at 3.6 µM; 360,000 tested, 0.12% active; AID 588354;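 active = inhibition above the campaign mean plus 3 SD, with each screening campaign given its own cutoff, cut at about 60% in these data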;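 also: 0% = DMSO treated cells and 100% = gossypol at 36 µM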
Active calls of the source: *.

SMILES	EBV LMP1 NFkB	NCOA3 inh	NOD2-RIPK2 inh	TWEAK-Fn14 inh	LRH-1 inv ag	NCOA2 inhibitor	TRAIL sens C8	TLR9-MyD88 inh	NR2F2 inh	TROY signal inh	NCOA1 inh
CN(c1ccccc1)S(=O)(=O)c1ccc(NC(=O)c2ccc(-c3ccccc3)cc2)cc1	24.3	20.2	-3.7	54.1*	5.4	14.8	29.2	4.9	13.3	35.5	-8.8
COc1cccc(OC)c1C(=O)NC(=S)NCc1cccnc1	0.2	5.0	-3.7	13.3	12.6	-18.7	-11.1	-0.3	4.0	-2.7	-14.7
O=C(CCNS(=O)(=O)c1ccc(F)c(F)c1)NCCN1CCOCC1	-2.6	23.1	2.2	5.1	0.7	-4.7	-5.1	-0.6	1.3	-0.6	-1.2
CCC(C)(C)n1nnnc1C(C(C)C)N1CCC(C(N)=O)CC1 (configuration not stated)	2.9	-7.9	6.3	-3.0	-15.1	0.9	-1.2	-8.4	-9.7	8.1	-16.1
COc1cc(NC(=O)C2COc3ccccc3O2)c(OC)cc1Cl (configuration not stated)	-21.5	-3.8	-0.3	10.6	-25.8	9.2	-10.9	2.6	-7.0	-30.5	-4.5
Cc1nc2sccc2c(=O)n1N	-1.0	-3.8	-11.8	4.2	-21.9	17.5	-0.3	-3.8	-16.5	2.7	3.5
Cc1nc2ncnn2c(C)c1CCC(=O)N1CC(C)CC(C)C1 (configuration not stated)	-16.1	-5.5	1.1	-14.0	-0.2	-15.2	-4.5	-2.8	-0.5	2.5	2.4
O=C(Nc1cccc(NC(=S)NC(=O)c2cccs2)c1)c1ccccc1	-0.9	6.6	-4.2	-18.1	12.8	-16.7	7.6	-0.6	19.8	-4.4	-63.8
O=S(=O)(NCc1ccccc1)c1cccc2nsnc12	-2.7	18.1	-8.5	-7.5	10.4	21.3	-16.4	7.6	4.3	6.3	-3.9
Cc1nc(SCC(=O)N2CCc3ccccc32)n[nH]1	-5.3	-12.9	-9.3	-8.0	-36.8	-33.0	-5.9	-0.8	-19.6	-38.5	-133.7
Cc1ccc(C(=O)NCc2ccco2)cc1Br	0.6	-6.5	6.9	7.4	15.3	13.1	11.7	1.5	-2.5	-3.7	-11.8
O=C(C1CCCCC1)N1CCc2[nH]c3ccc(F)cc3c2C1	-3.3	19.2	2.2	-2.1	8.0	2.4	2.7	11.4	-8.2	-28.1	13.6
COc1ccc(NC(=O)CSc2ccc3nnc(-c4ccccn4)n3n2)c(OC)c1	-1.5	-14.4	-4.5	2.6	-7.6	-5.7	-8.3	-3.2	-13.8	-4.4	-1.0
CC(C)(C)OC(=O)N[C@H]1C=C[C@@H](OC(=O)CC(=O)OCC(F)(F)F)C1	5.2	7.9	-1.0	9.4	10.8	-29.6	20.2	-3.9	-8.2	2.4	4.4
COc1ccc(NC(=O)C(C)Oc2ccc(/C(C)=N\O)cc2)cc1 (configuration not stated)	-9.6	-8.7	-4.4	-29.0	-15.5	19.0	-13.3	-6.5	14.1	-0.9	8.9
O=C(NCc1ccco1)c1ccc(OCC2CCCO2)cc1 (configuration not stated)	-2.1	-4.2	-3.3	-3.3	-14.8	-21.4	-4.9	1.4	-5.2	-19.0	-27.4
CCOC(=O)/C(=N/Nc1ccccc1)Sc1nnnn1-c1ccc(C)cc1	5.3	13.2	-29.9	29.5	3.6	-31.8	3.9	1.1	-5.5	-2.0	-4.0
CC(C)(O)C(=O)NNC(=S)Nc1ccc(F)c(Cl)c1	-4.9	1.9	6.0	0.8	-21.4	12.8	-0.2	-3.2	-17.4	-6.9	-17.1
CCOCCCn1c(=N)c(C(N)=S)cc2c(=O)n3cccc(C)c3nc21	-7.7	-39.7	-1.8	-9.0	3.6	4.5	12.4	7.7	-14.9	-2.9	-1.8
O=S(=O)(c1cc(F)ccc1F)N1CCC2(CC1)OCCN2S(=O)(=O)c1cccs1	-2.3	12.5	0.4	-8.9	-20.2	-18.9	8.2	8.3	-3.4	-2.0	-4.3
COCCN(Cc1cc2cccc(C)c2n2nnnc12)C(=O)C(F)(F)F	-7.7	6.8	-9.4	-16.5	-5.8	-37.1	11.1	4.5	26.9	4.0	-7.8
Cc1ccc(SCn2nnc3ccccc3c2=O)c(C)c1	-21.6	-64.9	4.1	-43.6	-129.1	-41.9	9.5	4.4	-26.0	-58.5	-88.1
CC(C)C(=O)Nc1c2c(nn1-c1ccccc1)CSC2	-3.6	8.4	-0.8	-6.3	7.2	-13.7	-7.1	1.6	8.5	-13.8	13.3
O=C(O)c1ccc(N/N=C/c2ccc(OC(=O)c3ccccc3Cl)cc2)cc1	25.0	-14.1	-8.8	95.8*	-64.7	0.6	-4.6	-7.2	21.4	54.7*	-31.8
c1cnc2ncc3sccc3c2c1	0.5	12.6	-16.6	-6.3	19.0	-29.1	-0.8	8.4	-3.9	-0.6	-7.8
CCOC(=O)NC(NC(=O)OCC)C(=O)c1ccccc1	-3.9	15.4	-7.6	-7.1	15.3	12.8	-13.8	-4.7	13.8	4.8	-2.0
COc1ccc([C@H]2N[C@]3(CCCN(Cc4ccccc4)C3=O)[C@H]3C(=O)N(Cc4ccccc4)C(=O)[C@@H]23)cc1	-6.0	-13.1	-1.7	6.4	-1.6	15.8	0.8	-2.0	-0.4	3.6	0.5
Cc1[nH]c2ccc(F)cc2c1CCN(Cc1ccncc1)C(=S)Nc1ccc(F)cc1	-20.2	-1.5	1.5	12.3	5.0	-4.3	-2.3	-8.3	-4.8	8.0	-17.7
CCC(C(=O)NCCC(C)C)N(Cc1ccccc1Cl)C(=O)c1snc(C(N)=O)c1N (configuration not stated)	2.7	-12.3	3.6	-5.3	-9.0	30.8	6.5	-2.0	3.7	10.2	-25.9
COc1cccc(NC(=O)CN(C)C(=O)CSc2ncnc3sc(C)c(C)c23)c1	-11.9	-16.3	-10.4	-21.6	-23.8	30.8	1.1	-6.4	-4.3	7.0	-4.2
Oc1ccc2ccccc2c1N=Nc1nccs1	0.5	48.4	8.7	31.8	35.2	16.6	6.3	3.5	-17.6	1.0	40.7
O=C(Cn1nc(Cc2cccnc2)c2ccccc2c1=O)N1CCN(c2ccccn2)CC1	-6.1	7.1	-13.6	-17.6	-2.3	-23.3	7.3	-9.7	-9.8	1.9	-1.9
O=c1[nH]c2cc(Cl)ccc2n1-c1ccccc1	-31.0	-2.9	-5.8	5.1	-3.1	-11.6	4.6	7.5	8.6	17.7	0.9
CCOC(=O)c1ccc(NC(=O)Nc2ccc(Cl)cn2)cc1	-1.5	8.2	-7.5	1.4	-9.4	-8.9	2.2	0.0	-6.8	12.3	13.4
CCOc1cc(NC(=S)NCCOC)c(OCC)cc1NC(=O)c1ccco1	-0.3	15.8	1.9	-6.3	4.6	-12.4	5.2	-4.0	1.7	1.4	5.9
COc1ccc(-c2cc(C(=O)N3CCC3)c3ccccc3n2)cc1OC	0.4	9.6	4.9	-4.8	-11.1	-41.0	-1.7	-2.8	-14.6	-28.4	11.5
C/C(=N\NC(=O)c1ccc2ccccc2c1)c1cccs1	-17.3	-88.0	-4.1	15.6	-21.6	-53.1	55.1*	-0.7	-56.2	-19.5	-75.7
CC(C)CNC(=O)c1cc([N+](=O)[O-])ccc1N1CCCCC1	9.6	4.5	-1.2	-1.4	-6.1	-11.9	-0.8	-1.9	9.5	11.2	2.9
CC(=O)c1ccc(NC(=O)CN(c2c(C)cccc2C)S(C)(=O)=O)cc1	-43.0	-45.1	2.1	-16.2	-39.9	-30.8	-3.1	4.5	-39.3	-32.8	-44.6
CC(=O)N1CCN=C1SCc1cccc(C)c1	0.6	17.0	-9.5	-4.9	13.5	2.1	4.7	0.3	0.3	-6.9	-2.2
COc1ccccc1C(=O)Nc1nc(N)n(-c2ccccc2)n1	-2.6	-7.7	0.6	-14.4	-16.0	-17.7	-1.8	1.0	-22.1	-9.5	-8.2
O=C(c1nn2c(C(F)(F)F)cc(-c3cccs3)nc2c1Cl)N1CCCc2ccccc21	-10.5	14.3	-0.2	54.2*	-17.9	-19.3	15.3	1.9	-8.9	25.2	-12.9
Brc1cccc(-c2nnc(SCc3nc4ccccc4[nH]3)o2)c1	-4.8	9.5	4.4	11.5	-2.3	-10.0	-6.6	-8.4	11.5	49.5	-3.4
O=C(NCc1ccco1)C1CCCN(S(=O)(=O)c2cccc3cccnc23)C1 (configuration not stated)	-2.4	4.9	-11.5	2.4	-10.7	-27.5	-0.3	-0.8	8.5	-5.5	-9.2
O=C(CC1C[C@H](C(=O)N2CCOCC2)[C@@]2(CCC3CCCC3)c3[nH]c4ccccc4c3CCN2C1=O)NCCN1CCOCC1 (some centres not stated)	11.8	-6.9	-18.9	0.1	4.9	12.7	-1.3	-17.2	1.4	7.0	3.9
O=S(=O)(NC1C2CC3CC(C2)CC1C3)c1ccc(F)cc1 (configuration not stated)	-1.7	3.2	1.2	-3.2	8.6	12.7	25.1	-0.5	3.9	5.9	6.7
COc1cc(OC)cc(OC(=O)C2CCN(C3=NS(=O)(=O)c4ccccc43)CC2)c1	0.2	-12.2	1.7	2.6	4.7	22.4	-7.6	2.0	-0.9	12.5	-11.7
CCOc1cc2oc(=O)c3c(c2cc1Cl)CCC3	-9.9	19.2	-7.8	-14.6	-16.6	-10.6	6.2	2.1	-28.0	-25.1	-3.8
COc1ccc(N=CC2=C(O)CC(C)(C)CC2=O)cc1OC	5.2	5.4	-10.2	-15.2	7.9	-13.9	-3.1	5.4	-11.9	-6.3	-8.7
COc1ccc(-c2noc(-c3ccccc3Cl)n2)cc1OC	-50.5	-79.6	-0.8	-39.8	-99.6	-26.6	19.5	-2.2	-46.9	-50.1	-60.0
CC(C)(CNC(=O)c1ccc(Br)o1)CNC(=O)c1ccc(Br)o1	-14.5	3.2	4.5	-6.5	2.2	-18.1	-0.3	-11.6	0.7	3.9	-2.5
Clc1ccc2c(NNc3ccccc3Cl)ccnc2c1	6.6	0.0	5.1	-15.3	-1.9	2.6	-2.4	0.7	-3.7	-32.1	-5.8
CCOc1cc(/C=N\NC(=O)c2ccc(C)nc2)cc([N+](=O)[O-])c1O	-5.8	11.3	6.6	16.3	-5.0	-12.3	-11.9	-2.7	1.9	5.7	-12.4
Cc1ccc(CNc2ccc(S(=O)(=O)N3CCOCC3)cc2[N+](=O)[O-])cc1	-12.3	15.3	-10.4	22.3	-9.7	1.6	1.8	3.9	4.0	4.1	2.0
COC(=O)Cn1cnc2c(C#N)c3n(c2c1=O)CCCC3	2.6	14.1	-3.7	-18.2	-18.6	7.3	-4.6	9.5	1.2	-15.3	-0.8
CCOc1cc(CNCCCN2CCOCC2)ccc1OCC(=O)Nc1cccc2ccccc12	-9.4	4.9	12.4	-10.7	11.9	-0.3	-2.1	-8.1	-0.9	5.7	9.4

The list is partial; rates above refer to the full screens.
